Assay outcomes: PubChem, several laboratories
RSV antiviral HEp-2 – RSV antiviral activity via CPE protection, HEp-2 cells, primary 10 µM value included (AID 2391); HEp-2 cells, RSV-induced CPE inhibition; higher % means a stronger effect; CPE inhibition, % at 10 µM, or IC50 in µM where a hit was titrated; 310,000 compounds, 0.13% hits; in the data active = a potency from the dose series; also: strong numbers were not always called active
UTI89 phage lysis – inhibition of K1F phage lysis, E. coli UTI89, bacterial capsule biogenesis inhibitors, alamar blue (AID 488966); E. coli UTI89 K1F phage lysis, alamar blue, 2 h; higher % means a stronger effect; inhibition, % at 100 µM; hits with a dose series show IC50 in µM; 340,000 compounds, 0.02% hits;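 active = phage lysis inhibition, versus mean bacterial control, above a set limit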;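 also: capsule biogenesis inhibitors block K1F phage lysis so surviving cells raise fluorescence; higher fluorescence means more inhibition of phage lysis; actives were called in the ten point dose series up to 300 µM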
T cell modulator – T cell immune modulation candidate. 330,000 compounds, 0.068% hits. 2C CD8+ T cell-vesicle binding, flow cytometry; stronger effect = lower value. AID 2052. calls only at 7 µM;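 active = response, share of CD8 T cells binding vesicles, and their 90th percentile fluorescence all below set limits, cut at about 80% in these data, passing the limit was not always enough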
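Assay system: 2C TCR transgenic mouse naive CD8+ T cells, MACS-purified | Read-out: CD8+ gate FL2 mean fluorescence as % of same-row positive control | Signal: High-throughput flow cytometry with anti-B7-1 and anti-CD8 staining | Timing: Binding step 1.5 h, 37 °C, antibody labelling 20 min, ice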
T cell modulator vesicle-bound % – recorded beside T cell modulator, whose call it bears; double positive events, %; measured here: CD8+ vesicle-bound cell fraction;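 binding gate set so that unloaded-vesicle control wells show 10% double positive cells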
* hit, by the source's call; i = inactive; [ ] = dose if it differs, or a comment. Some of the compounds tested, so the mix of outcomes need not match the whole.

SMILES | RSV antiviral HEp-2 | UTI89 phage lysis | T cell modulator | T cell modulator vesicle-bound %
O=C(CSc1ncnc2sccc12)NCc1ccc2c(c1)OCO2 | 0.0% | 1.0%[50 µM] | i | 24
Cc1onc(-c2c(F)cccc2Cl)c1C(=O)N[C@@H]1C(=O)N2C(C(=O)O)C(C)(C)S[C@H]12 (stereo not given in full) | -1.6% | 1.6% | i | 34
C[C@H](NC(=O)c1ccc(Cl)cc1)C(=O)NNC(=O)c1cccs1 | 0.8% | 0.5%[50 µM] | i | 2
Cc1ccc(NC(=O)CN(C)CC(=O)N(C)Cc2ccccc2)cc1 | 1.8% | 0.3%[50 µM] | i | 30
CC(C)(C)OC(=O)N1CCC(NC(=O)c2nc[nH]c2C(=O)NC2CCN(C(=O)OC(C)(C)C)CC2)CC1 | -0.1% | 1.0% | i | 34
C=CCn1c(SCC(=O)NCC(c2ccccc2)N(C)C)nnc1C1CCCCC1 (stereo not given) | -0.2% | 1.1%[50 µM] | i | 13
Cc1ccsc1C(=O)N1CCN(C(=O)c2ccco2)CC1 | 2.6% | 0.9%[50 µM] | i | 22
CCOC(=O)C1=C(COC(=O)CCNS(=O)(=O)c2ccc(C)c(C)c2)NC(=O)NC1C (stereo not given) | 0.2% | 1.7%[50 µM] | i | 34
COc1ccc(C)c2sc(N(CCCN(C)C)C(=O)CS(=O)(=O)c3ccc(F)cc3)nc12 | -0.1% | 2.1%[50 µM] | i | 53
Cc1ccc(NCC(=O)Nc2cccc(S(=O)(=O)N(C)C)c2)cc1S(=O)(=O)N1CCCCCC1 | 4.4% | 0.2%[50 µM] | i | 38
COCCn1c(N)c(N(Cc2ccccc2)C(=O)CSCC(=O)Nc2ccc(OC)cc2)c(=O)[nH]c1=O | -2.1% | 1.8%[50 µM] | i | 40
CCCCn1nc(C(=O)N(C)C2CCCCC2)c2ccccc2c1=O | 0.9% | 0.3%[50 µM] | i | 22
COCO/C=C(\NC(C)=O)c1ccccc1 | 1.2% | -2.7% | i | 38
O=C(CCC1CCCC1)NNC(=O)c1ccc(F)cc1 | 1.1% | 4.8% | i | 45
O=C(NCCS(=O)(=O)N1CCN(Cc2ccccc2)CC1)c1ccc(F)cc1 | -0.3% | 0.8%[50 µM] | i | 20
COc1ccc(C2C(=O)c3ccccc3C2=Nc2ccc(Br)cc2)cc1 (stereo not given) | 2.3% | 0.0% | i | 29
Cc1cccc(N(Cc2ccccc2)C(=O)CSC(C)C(=O)Nc2cc(C)on2)c1 (stereo not given) | 16% | -0.4%[50 µM] | i | 55
CCCCn1c(N)c(N(CCOC)C(=O)c2ccc(-c3ccccc3)cc2)c(=O)[nH]c1=O | -2.6% | 0.7%[50 µM] | i | 16
COc1ccc(S(N)(=O)=O)cc1C(=O)NNC(=O)CN(C)S(=O)(=O)c1ccc(Cl)cc1 | 0.3% | 0.5%[50 µM] | i | 12
CN(CC(=O)Nc1ccccc1Cl)C(=O)C1CCN(C(=O)c2ccc(F)cc2)CC1 | 0.1% | 0.6%[50 µM] | i | 49
CN(C)C(CNC(=O)CCNC(=O)c1ccc(Br)cc1)c1ccco1 (stereo not given) | -1.1% | 1.3%[50 µM] | i | 29
O=C(OCC(=O)N1CCOCC1)c1ccccc1OCc1ccccc1 | 1.0% | 0.9%[50 µM] | i | 41
CCOc1ccc(C(C)=O)cc1COC(=O)CN1C(=O)NC2(CCCC2)C1=O | -1.5% | 1.1%[50 µM] | i | 39
Cc1c2ccccc2nc2ccccc12 | 7.9% | 1.4% | i | 32
O=C(CN1CCCC1c1cccs1)Nc1cccc(S(=O)(=O)N2CCCC2)c1 (stereo not given) | 3.0% | 0.5%[50 µM] | i | 42

Remaining list, next part.
SMILES | RSV antiviral HEp-2 | UTI89 phage lysis | T cell modulator | T cell modulator vesicle-bound %
CCOc1ccc(NC(=O)CSc2nc(=O)n(CCN3CCOCC3)c3c2CCCC3)cc1 | 2.4% | 0.4%[50 µM] | i | 58
CC(=O)[C@H]1CC[C@H]2[C@@H]3CC=C4C[C@@H](O)CC[C@]4(C)[C@H]3CC[C@]12C | 1.1% | 4.8% | i | 32
Cc1ccc(SCC(=O)OCC(=O)NCCc2ccccc2)cc1C | 1.5% | 0.0%[50 µM] | i | 33
O=C(CNC(=O)COc1ccccc1)NCCN1CCOCC1 | 0.9% | 0.7%[50 µM] | i | 47
COc1ccc(C)cc1S(=O)(=O)N1CCN(C)CC1c1ccccc1 (stereo not given) | 0.4% | 0.6%[50 µM] | i | 54
Cc1ccc(C(=O)OCC(=O)N2CCCCCC2)c(O)c1 | -0.4% | 0.6%[50 µM] | i | 9
CCCCn1c(N)c(N(CCOC)C(=O)c2ccc(F)c(S(=O)(=O)N3CCOCC3)c2)c(=O)[nH]c1=O | -0.7% | 1.4%[50 µM] | i | 37
COc1cccc(NC(=O)CCc2ccccc2)c1 | -0.1% | -0.7% | i | 10
COC(=O)[C@@]12CCCCN1[C@H](c1ccc(-c3cccc(Cl)c3)c(OC)c1)[C@H]1C(=O)N(C)C(=O)[C@H]12 | -0.9% | 0.8% | i | 20
CCOc1ccccc1N1CCN(C(=O)Cc2ccc(S(=O)(=O)N3CCOCC3)s2)CC1 | 1.5% | 0.9%[50 µM] | i | 28
CC(C)(C)c1ccc(C(=O)NC(=O)COC(=O)CCS(=O)(=O)c2ccccc2)cc1 | 2.4% | 0.7%[50 µM] | i | 42
O=C(NCC1COc2ccccc2O1)c1ccc(Cl)c(S(=O)(=O)N2CCCC2)c1 (stereo not given) | 0.7% | 0.6%[50 µM] | i | 21
Cc1cc(OCC(=O)OCC(=O)NC2CCCCCC2)ccc1Cl | 1.0% | 0.5%[50 µM] | i | 29
CCN1C(=O)[C@@H]2[C@H](C1=O)[C@@H]1C(=O)Nc3ccccc3C(=O)N1[C@@H]2c1ccc(Br)cc1 | 1.3% | 3.5% | i | 23
Cc1cc(C)n(CC(=O)Nc2ccc3c(c2)OCO3)c(=O)c1C#N | -1.1% | 0.3%[50 µM] | i | 22
CN(C)C(=O)c1ccc(NC(=O)c2ccccc2SCC(=O)N2CCCC2)cc1 | 0.9% | 0.5%[50 µM] | i | 38
CCOc1ccc(C(=O)C(C)OC(=O)c2cnc(C)cn2)cc1 (stereo not given) | 1.2% | 0.8%[50 µM] | i | 24
C[C@H]1CN=C(N(C)C)N1CCc1ccccc1 | 0.1% | 0.8% | i | 51
COc1ccc(NC(=O)[C@@H]2CCCN2S(=O)(=O)c2cccc3cccnc23)cc1 | 7.4% | 0.4% | i | 39
COc1ccc(C(=O)Nc2cccc(S(=O)(=O)NC3=NCCCCC3)c2)cc1 | 0.3% | 0.1%[50 µM] | i | 32
COc1cccc(-c2ncc3ccccc3c2CO)c1 | 0.9% | -1.9% | i | 50
COc1cccc(OC)c1C(=O)OCC(=O)NCc1ccco1 | 1.4% | 0.0%[50 µM] | i | 26
N#Cc1ccc(OCC(=O)OCC(=O)Nc2ccc(N3CCOCC3)cc2)cc1 | -0.4% | 0.6%[50 µM] | i | 40
COc1ccc(Br)c(C(=O)OCC(=O)NC2CCCCCC2)c1 | 2.6% | 0.4%[50 µM] | i | 24
COc1ccc([C@H]2CC(=O)C=C(c3ccc4c(c3)OCO4)C2)cc1 | 20% | 1.8% | i | 26

The results go on.
SMILES | RSV antiviral HEp-2 | UTI89 phage lysis | T cell modulator | T cell modulator vesicle-bound %
COc1ccc(C(C)=O)cc1COC(=O)CCNS(=O)(=O)c1ccc(C)cc1 | 0.3% | 1.6%[50 µM] | i | 39
O=C(CSc1nc(=O)n(CCCN2CCOCC2)c2c1CCCC2)Nc1ccc(F)c(F)c1 | -2.7% | 1.6%[50 µM] | i | 15
COc1cccc(-c2nn(-c3ccc(C)cc3)cc2C(=O)NCC2CCCO2)c1 (stereo not given) | -1.6% | -1.0%[50 µM] | i | 40
O=C(COC(=O)c1ccccc1Cl)Nc1ccc2[nH]c(=O)[nH]c2c1 | 10% | 0.5%[50 µM] | i | 21
Cn1c(SCC(=O)NCc2ccc3c(c2)OCO3)ncc(C(=O)Nc2ccc(F)cc2)c1=O | -0.8% | 1.0%[50 µM] | i | 30
COc1cc2cc(CCCOC(=O)c3ccco3)oc(=O)c2cc1OC | -0.6% | 3.2% | i | 20
CCCCn1c(N)c(N(CCOC)C(=O)c2cc(-c3ccccc3)nc3ccccc23)c(=O)[nH]c1=O | -1.0% | 0.4%[50 µM] | i | 22
CCCCCCSc1ccc([C@H]2N[C@@](C)(C(=O)OC)[C@H]3C(=O)N(CC)C(=O)[C@@H]23)cc1 | 5.1% | 1.4% | i | 20
CCCN1CCc2c(sc(NC(=O)C3CCN(S(=O)(=O)c4cccs4)CC3)c2C(N)=O)C1 | 0.7% | 1.0%[50 µM] | i | 40
O=C(OCCCOC(=O)c1ccc(Br)o1)c1ccc(Br)o1 | -1.9% | 0.5%[50 µM] | i | 45
C[C@@]12C(=O)Nc3cc(Cl)ccc3C(=O)N1[C@H]1c3ccccc3OC[C@@H]1[C@@H]2c1ccccc1 | 5.7% | 1.1% | i | 21
COc1ccc(CCNC(=O)CCCCC(=O)NCCc2ccc(OC)c(OC)c2)cc1OC | 1.9% | -0.1% | i | 26
CCc1ccccc1NC(=O)CN1CCN(C(=O)CNC(=O)c2ccc(N3CCCC3=O)cc2)CC1 | 0.4% | 0.6%[50 µM] | i | 32
COc1cccc(NC(=O)C(C)Sc2nnc(C3CC3)n2C2CC2)c1 (stereo not given) | 1.2% | 0.2%[50 µM] | i | 30
CC1CCN(C(=O)CSc2nc(=O)n3ccccc3n2)CC1 | -1.5% | 1.3%[50 µM] | i | 44
O=C(COc1ccccc1Cc1ccccc1)Nc1cccnc1 | 0.0% | -0.2%[50 µM] | i | 55
COc1cc(C(=O)NCC(c2cccs2)N2CCOCC2)c([N+](=O)[O-])cc1OC (stereo not given) | -1.1% | 1.2%[50 µM] | i | 40
COc1cccc(C(=O)N2CCN(c3ccc(N4CCOCC4)nn3)CC2)c1 | -0.7% | 3.1%[50 µM] | i | 6
CC(Oc1ccc(Cl)cc1)C(=O)N1CCN(C(=O)c2ccco2)CC1 (stereo not given) | 1.3% | 0.9%[50 µM] | i | 38
O=C(CN1C(=O)NC(Cc2ccccc2)C1=O)Nc1ccc(OC(F)F)cc1 (stereo not given) | 0.5% | 0.4%[50 µM] | i | 28
CC(C)CN(C(=O)CC1OC(=O)c2ccccc21)c1c(N)n(Cc2ccccc2)c(=O)[nH]c1=O (stereo not given) | -1.0% | 0.9%[50 µM] | i | 42
CCc1noc(C)c1C(=O)N1CCN(S(=O)(=O)c2c(C)cc(C)cc2C)CC1 | 0.4% | 0.5%[50 µM] | i | 42
COc1ccc(C)cc1NC(=O)C(OC(=O)c1cnccn1)c1ccccc1 (stereo not given) | 1.3% | 1.2%[50 µM] | i | 54
CN(CC(=O)Nc1c(Cl)cccc1Cl)C(=O)Cc1ccc2c(c1)CCC2 | 2.1% | -0.1%[50 µM] | i | 55
CCCCc1ccc(N=N/C(C(=O)Nc2ccc(NC(C)=O)cc2OC)=C(/C)O)cc1 | 8.0% | 0.2% | i | 38
Nc1ccn(CC(=O)NCc2ccccn2)c(=O)n1 | -0.2% | 0.5% | i | 41
Cc1[nH]c2ccc(C(=O)OC(C)C(=O)NCc3ccccc3)cc2c1C (stereo not given) | 20% | 0.0%[50 µM] | i | 34
CC(=O)NC(Cc1c[nH]c2ccccc12)C(=O)N1CCN(S(=O)(=O)c2ccccc2)CC1 (stereo not given) | 1.1% | 0.5%[50 µM] | i | 35
CC(C)C[C@H]1CN=C(N(C)C)N1CCCCc1ccccc1 | 3.6% | 1.0% | i | 36

Exported with values under each structure: entries from further up.
Values in the order – RSV antiviral HEp-2	UTI89 phage lysis	T cell modulator	T cell modulator vesicle-bound %
- O=C(CSc1ncnc2sccc12)NCc1ccc2c(c1)OCO2
→ 0.0%	1.0%[50 µM]	i	24
- Cc1onc(-c2c(F)cccc2Cl)c1C(=O)N[C@@H]1C(=O)N2C(C(=O)O)C(C)(C)S[C@H]12 (stereo not given in full)
→ -1.6%	1.6%	i	34
- C[C@H](NC(=O)c1ccc(Cl)cc1)C(=O)NNC(=O)c1cccs1
→ 0.8%	0.5%[50 µM]	i	2
- Cc1ccc(NC(=O)CN(C)CC(=O)N(C)Cc2ccccc2)cc1
→ 1.8%	0.3%[50 µM]	i	30
- CC(C)(C)OC(=O)N1CCC(NC(=O)c2nc[nH]c2C(=O)NC2CCN(C(=O)OC(C)(C)C)CC2)CC1
→ -0.1%	1.0%	i	34
- C=CCn1c(SCC(=O)NCC(c2ccccc2)N(C)C)nnc1C1CCCCC1 (stereo not given)
→ -0.2%	1.1%[50 µM]	i	13
- Cc1ccsc1C(=O)N1CCN(C(=O)c2ccco2)CC1
→ 2.6%	0.9%[50 µM]	i	22
- CCOC(=O)C1=C(COC(=O)CCNS(=O)(=O)c2ccc(C)c(C)c2)NC(=O)NC1C (stereo not given)
→ 0.2%	1.7%[50 µM]	i	34
- COc1ccc(C)c2sc(N(CCCN(C)C)C(=O)CS(=O)(=O)c3ccc(F)cc3)nc12
→ -0.1%	2.1%[50 µM]	i	53
- Cc1ccc(NCC(=O)Nc2cccc(S(=O)(=O)N(C)C)c2)cc1S(=O)(=O)N1CCCCCC1
→ 4.4%	0.2%[50 µM]	i	38
- COCCn1c(N)c(N(Cc2ccccc2)C(=O)CSCC(=O)Nc2ccc(OC)cc2)c(=O)[nH]c1=O
→ -2.1%	1.8%[50 µM]	i	40
